# Screens (PubChem BioAssay)
# BL2 CD40 inh: inhibitors of CD40-induced NF-kB signaling, primary screen, BL2 cells, luciferase reporter, single point; CD40L-induced, 4 h; inhibition, % at 10 µM; 83,000 tested, 0.94% active;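 active means mean inhibition of at least 50% with a set share of replicates also reaching that level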;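 further: 0% = neutral control wells and 100% = IKK inhibitor VII at 50 µM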
# The depositor's hits bear a star; [ ] = remark or other dose. A portion of the library; count on the stated rates, not on these rows.
SMILES,BL2 CD40 inh
CCn1cc(CN2CCC(n3nccc3NC(=O)C3CCCC3)CC2)cn1,12.7
CN(C)/C=C(\C#N)S(=O)(=O)c1ccccc1,7.3
O=C(CNCC1CCCO1)N1CCN(S(=O)(=O)c2ccc3ccccc3c2)CC1 (stereo not given),-6.5
COc1ccc(-c2[nH]ncc2-c2csc(C)n2)c(O)c1,5.9
C[C@H](CO)N1C[C@H](C)[C@H](CN(C)Cc2ccc(Cl)c(Cl)c2)Oc2c(NC(=O)c3ccc(-c4nccs4)cc3)cccc2C1=O,7.8[25 µM]
Cc1onc(-c2c(Cl)cccc2Cl)c1C(=O)N=S(C)(=O)c1ccccc1 (stereo not given),6.9
COc1ccc(CNCC(O)COc2cccc3c2OC(C)(C)C3)cc1 (stereo not given),17.6
Cc1ccc(S(=O)(=O)N(C)C[C@@H]2OCc3ccccc3-c3c(n(C)c4ccccc34)C(=O)N([C@H](C)CO)C[C@H]2C)cc1,3.6
c1ccc(CC2CCN(c3nc4ccccc4n4cnnc34)CC2)cc1,5.9
CC1Cc2ccccc2N1C(=O)c1ccc2snnc2c1 (stereo not given),8.2
CC1C=NC(S(=O)(=O)N2CC[C@@H]3[C@@H](CO)N(C)c4ccc(C5=CCCCC5)cc4[C@@H]32)=N1 (stereo not given in full),1.2[25 µM]
COc1ccc(NC(=O)C2(C)CCCN2C(=O)C(C)C)cc1OC (stereo not given),-1.3
Cc1ccc(S(=O)(=O)Nc2cc(C(=O)O)ccc2N2CCCCC2)cc1,-8.0
Cc1ccc(S(=O)(=O)Cc2ccc(C(=O)N3CCN(c4ccccn4)CC3)o2)cc1,7.5
Cc1ccc(C)c(OCCC(=O)NNC(=O)c2ccncc2)c1,-2.6
CC(NS(=O)(=O)c1ccc2ccccc2c1)c1ccccn1 (stereo not given),4.1
O=C(CSc1nc2c(oc3ccccc32)c(=O)n1CC1CCCO1)NCc1ccccc1 (stereo not given),-6.2
Cc1ccc(OCCn2c(C3CC(=O)N(Cc4ccccc4)C3)nc3ccccc32)cc1 (stereo not given),21.2
CN(C)C(=O)N1CCN(C(=O)N(C)C)CC1,8.9
Cc1cc(/C=N/n2cnnc2)c(C)n1-c1ccc2ncccc2c1,6.7
C[C@@H]1CN([C@H](C)CO)C(=O)c2cc(N(C)C)ccc2O[C@@H](C)CCCCO[C@@H]1CN(C)Cc1ccc(C(=O)O)cc1,7.1[25 µM]
CC(OC(=O)C1CCN(c2ccc(C(F)(F)F)cn2)CC1)C(=O)c1ccccc1 (stereo not given),5.0
COCCNc1nc(Oc2ccc(Cl)c(Cl)c2)c2sccc2n1,19.2
CCC1(C)Cc2c(sc(NC(=O)CCC(=O)O)c2C#N)CO1 (stereo not given),15.0
CCOc1ccc(C(C)=O)cc1CSc1nnc(-c2ccoc2C)n1N,-1.4
COc1ccc(OCC(=O)OCC(=O)Nc2cc(S(=O)(=O)N3CCOCC3)ccc2Cl)cc1,1.1
CCCC(=O)Nc1sc2c(c1C#N)CC(C)(C)NC2(C)C,14.5
CCN(C(=O)CSc1nnc(NCc2ccccc2)s1)C1CCS(=O)(=O)C1 (stereo not given),5.7
C[C@H]1CN([C@@H](C)CO)C(=O)c2ccccc2-c2ccccc2CO[C@H]1CN(C)Cc1ccc(C(=O)O)cc1,-3.0
COc1cccc(CNC(=O)C[C@@H]2CC[C@H]3[C@H](COc4ccc(NC(=O)c5cccs5)cc4C(=O)N3C)O2)c1,33.0[25 µM]
CSCCC(NC(=O)c1ccco1)C(=O)Nc1ccc(C)c(S(=O)(=O)N2CCOCC2)c1 (stereo not given),-2.1
C[C@H]1CN([C@@H](C)CO)C(=O)c2cc(NC(=O)C3CC3)ccc2O[C@@H]1CN(C)S(=O)(=O)c1ccccc1,-2.7[25 µM]
Cc1ccccc1NS(=O)(=O)c1cc(C(=O)N2CCc3ccccc3C2)ccc1C,16.2
Cc1cc(C)nc(Nc2ccc(N3CCCC3)cc2)n1,-48.0
O=C(COC(=O)c1cc(S(=O)(=O)N2CCOCC2)ccc1O)NCc1ccc2c(c1)OCO2,5.8
COc1cc(CNCCN2CCOCC2)ccc1OCc1cccc(Cl)c1,2.0
COCCCNC(=O)Cn1cc2c(n1)CCCCC2,-3.5
CN(C)CC(=O)N1[C@H](CO)[C@H](c2ccccc2)C12CN(CCC(F)(F)F)C2,-0.4[25 µM]
C[C@H](CO)N1C[C@H](C)[C@H](CN(C)C(=O)Nc2ccc(-c3ccccc3)cc2)OCc2ccccc2-c2ccccc2C1=O,1.8[25 µM]
CO[C@@H]1CN(C)C(=O)c2cc(NC(=O)c3ccc(Oc4ccccc4)cc3)ccc2OC[C@H](C)NC[C@@H]1C,-9.7[25 µM]
C[C@@H]1CN([C@@H](C)CO)C(=O)CCCn2nncc2CO[C@@H]1CN(C)C(=O)C1CCCCC1,-5.9[25 µM]
NNC(=O)c1ccc(COCC(F)(F)C(F)F)cc1,12.7
c1csc(-c2nc3ccccc3s2)c1,-96.8
CC(C)(C)S(=O)N1Cc2cc(C(=O)O)nc(-c3cccc(-c4cccc(F)c4)c3)c2[C@H]1CCO (stereo not given in full),-2.3
O=C(N1CCOCC1)N1CCN(S(=O)(=O)c2ccc(Cl)cc2)C1,6.1
O=C(NC1CCS(=O)(=O)C1)c1sc2ccccc2c1Cl (stereo not given),-20.4
O=C(NCc1ccc2c(c1)OCO2)c1c(O)c2cccc3c2n(c1=O)CCC3,19.4
CC(C)NCC(O)COC1CCC(C(C)(C)C)CC1 (stereo not given),7.8
Cc1cccc(C(=O)NCCCN(C)CCCNC(=O)c2cccc(C)c2)c1,-3.0
CCCCCCCCCCOC(=O)NC1CCS(=O)(=O)C1 (stereo not given),7.7
O=C(CN1CCCCCC1)Nc1ccc(S(=O)(=O)N2CCCCC2)cc1,3.5
COCC#Cc1ccc([C@H]2[C@H](CO)N3CCCCN(C(=O)NC4CCCC4)C[C@@H]23)cc1,8.5[25 µM]
Cc1nn(-c2ccccc2)c(C)c1NC(=O)Cc1cccs1,-6.9
Cc1onc(-c2ccccc2)c1C(=O)N1CCCN2C(=O)c3ccccc3C21 (stereo not given),5.8
c1ccc(-n2ncc3c(NCCCN4CCOCC4)ncnc32)cc1,-26.7
CN(C)C(=O)c1cccc(-c2ccccc2[C@@H]2[C@H](C#N)N(C(=O)C3CCCCC3)[C@H]2CO)c1,3.7[25 µM]
O=C(Nc1ccccc1)OCCNC1CCCCC1,-3.3
O=C(c1ccccc1)N1CCCC(C(=O)N2CCN(c3ccccc3)CC2)C1 (stereo not given),3.3
N#Cc1nc(COc2ccc(-c3ccccc3)cc2)oc1NCCCN1CCOCC1,4.4
CCCCn1nnc(NC(=O)C(c2ccccc2)c2ccccc2)n1,-6.0

# Additional entries follow:
SMILES,BL2 CD40 inh
O=C(NCC(F)(F)F)[C@H]1[C@H](CO)[C@H]2Cn3c(ccc(-c4ccncc4)c3=O)[C@H]2N1Cc1ccncc1,-1.6[25 µM]
c1ccc(-c2csc(-n3cnnn3)n2)cc1,0.8
C[C@H]1CN([C@@H](C)CO)C(=O)c2c(c3ccccc3n2C)-c2ccccc2CO[C@H]1CN(C)Cc1ccc(C(=O)O)cc1,0.4
COc1ccc(NC(=O)N2CCCCN3[C@@H](CO)[C@@H](c4ccc(-c5ccccc5F)cc4)[C@@H]3C2)cc1,-2.2[25 µM]
O=C(c1ccc(-c2ccc(Cl)cc2)o1)N1CCN(c2ccc([N+](=O)[O-])cc2Cl)CC1,48.6*
O=C(O)COc1ccc2oc3ccccc3c2c1,7.5
Cc1nn(-c2ccccc2)nc1CNC(=O)C1CCC1,2.8
CNC[C@H]1OCc2cnnn2CCCC(=O)N([C@H](C)CO)C[C@H]1C,0.8[25 µM]
COCC#Cc1ccc2c(c1)O[C@@H](CN(C)C(=O)COC)[C@H](C)CN([C@@H](C)CO)S2(=O)=O,2.6[25 µM]
Cc1ccc2nc(C)c(C(=O)N/N=C/c3cccs3)cc2c1,6.4
C/C=C/c1ccc([C@H]2[C@@H](CO)N(C(=O)CC)[C@H]2CNC(=O)c2ccncc2)cc1,20.4[25 µM]
CCc1cc(C(=O)OC)c(NC(=O)CCC(=O)O)s1,7.0
Cc1ccccc1S(=O)(=O)N[C@@H]1CC[C@@H](CCn2cc(Cc3ccccc3)nn2)O[C@H]1CO,11.1
C[C@H](NC(=O)NCc1cccs1)C(=O)O,5.2
C[C@@H]1CN(C)C(=O)c2cccc(N(C)C)c2O[C@@H]1CN(C)S(C)(=O)=O,-7.3
C[C@@H]1CN([C@@H](C)CO)C(=O)CCCn2nncc2CO[C@H]1CN(C)CC1CCCCC1,-2.7[25 µM]
O=C(NNC(=O)c1ccc(Cl)nc1)c1ccc(Br)cc1,-31.7
CCOC(=O)CNC(=O)c1sc2nc(C)cc(C)c2c1N,-61.1
N#Cc1ccccc1NCC(=O)N1CCN(S(=O)(=O)c2ccccc2)CC1,11.1
CC(C)Cc1nnc(NC(=O)c2ccc(N3CCCC3=O)cc2)s1,-8.1
Nc1cc(C(=O)OCC(=O)N2CCN(C(=O)COC(=O)c3ccc(Cl)c(N)c3)CC2)ccc1Cl,0.4
O=C(CN1C(=O)C(=O)N(C2CCCC2)C1=O)NCCc1ccc(F)cc1,6.1
COc1ccc(C(O)c2ncc(-c3ccccc3C)[nH]2)cc1 (stereo not given),-12.1
Cc1nnc(CN(C)C(=O)CC2C(=O)NCCN2Cc2ccccc2C)o1 (stereo not given),5.2
CN1C(=O)c2cc(NC(=O)NCc3ccccc3)ccc2OC[C@H]2O[C@H](CC(=O)NCC3CCCCC3)CC[C@H]21,13.1[25 µM]
c1ccc(OCC2CCNCC2)nc1,7.2
CN(C)C(=O)c1ccc(-c2ccc([C@@H]3[C@@H](CO)N4CCCCN(C(=O)C5CC5)C[C@H]34)cc2)cc1,-1.6[25 µM]
COc1ccc2c3c(n(C)c2c1)[C@H](CO)N(S(=O)(=O)c1ccc(C)cc1)CC31CCN(Cc2cccnc2)CC1,-2.5[25 µM]
O=C(O)C[C@H]1C[C@@H]2c3cc(NC(=O)Cc4ccncc4)ccc3O[C@@H]2[C@H](CO)O1,11.4[25 µM]
CC(C)CCN1CCN(C2CSCCSC2)CC1CCO (stereo not given),0.7
O=c1[nH]c2cc3c(cc2cc1CN(Cc1cccnc1)C(=S)NCc1ccco1)OCO3,0.5
O=C(CCN1CCOCC1)c1ccc2c(c1)OCCO2,20.0
CN(C(=O)COC(=O)c1ccc(Cl)c(S(=O)(=O)N2CCCCCC2)c1)C1CCS(=O)(=O)C1 (stereo not given),15.3
O=C(C[C@H]1C[C@H]2c3cc(NC(=O)NC4CCCC4)ccc3O[C@H]2[C@H](CO)O1)NCCc1ccccc1,2.6
C[C@@H](O)C#Cc1ccc([C@H]2[C@H](CO)N3CCCCN(S(=O)(=O)Cc4ccccc4)C[C@@H]23)cc1,12.2[25 µM]
CCC(C)NCCC(=O)Nc1ccc(Cl)c(S(=O)(=O)Nc2ccc(Cl)cc2)c1 (stereo not given),0.8
O=C(NC1CCCC1)c1ccccc1-c1ccccc1,10.5
CN(C)S(=O)(=O)c1ccc(N2CCCC2)c(C(=O)NCc2ccccc2)c1,9.0
CCCNC(=O)N1C[C@@H]2[C@H](c3ccccc31)[C@@H](CO)N2C(=O)Nc1ccc(F)cc1,-2.8
CCOc1cc(N2CCOCC2)c(OCC)cc1NC(=O)COC(=O)CCn1c(C)csc1=O,2.3
CCC(=O)N1CCCCN2[C@H](CO)[C@H](c3ccc(-c4cccc(C#N)c4)cc3)[C@@H]2C1,16.4[25 µM]
CCC(=O)N1[C@H](CO)[C@H]2c3ccccc3N(C(=O)NC(C)C)C[C@H]21,8.0[25 µM]
CC(OC(=O)c1ccc(Br)o1)C(=O)Nc1ccc2c(c1)OCCO2 (stereo not given),0.8
CC(C)N(Cc1nc(-c2ccccc2)no1)C(=O)CN(C)S(=O)(=O)c1ccccc1,6.2
COc1ccc(S(=O)(=O)CC2(O)CCN(C(=O)CC(C)C)CC2)cc1,7.7
CCSc1nnc(-c2ccncc2)o1,-4.5
Cc1cc2cc(CNC(=O)Cc3cccs3)ccc2n1C,-16.3
COCC(=O)Nc1ccc2c(c1)OC[C@H](C)N(C)C[C@@H](C)[C@H](OC)CN(C)C2=O,4.5[25 µM]
COc1cccc(C(=O)Nc2ccc3c(c2)C(=O)N(C)C[C@H](OC)[C@@H](C)CN(C(=O)C2CCCC2)[C@H](C)CO3)c1,8.1
CCOc1cc(Br)c(CC(=O)O)cc1OCC,2.7
CCCCC(CC)C(=O)Oc1ccc(O)c(C(C)(C)C)c1 (stereo not given),2.8
CC=Cc1ccc2n(c1=O)C[C@H]1[C@H](CO)[C@@H](C(=O)NC3CCCC3)N(Cc3ccccc3)[C@@H]21 (mixture of isomers),-6.5[25 µM]
COC(=O)c1ccccc1NC(=O)CSc1nc(O)c(-c2ccccc2)c(=O)[nH]1,2.6
O=C(NCC[C@H]1CC[C@@H](NC(=O)C2CCCC2)[C@@H](CO)O1)Nc1ccc(Cl)cc1,-22.0

# Some of the entries so far, with values ahead of the structure:
BL2 CD40 inh,SMILES
-2.8,CCCNC(=O)N1C[C@@H]2[C@H](c3ccccc31)[C@@H](CO)N2C(=O)Nc1ccc(F)cc1
2.3,CCOc1cc(N2CCOCC2)c(OCC)cc1NC(=O)COC(=O)CCn1c(C)csc1=O
16.4[25 µM],CCC(=O)N1CCCCN2[C@H](CO)[C@H](c3ccc(-c4cccc(C#N)c4)cc3)[C@@H]2C1
8.0[25 µM],CCC(=O)N1[C@H](CO)[C@H]2c3ccccc3N(C(=O)NC(C)C)C[C@H]21
0.8,CC(OC(=O)c1ccc(Br)o1)C(=O)Nc1ccc2c(c1)OCCO2 (stereo not given)
6.2,CC(C)N(Cc1nc(-c2ccccc2)no1)C(=O)CN(C)S(=O)(=O)c1ccccc1
